Compound activity: PubChem, several laboratories
PPC-1+TRAIL kill: compounds killing PPC-1 cancer cells with TRAIL present, primary screen, TRAIL potentiator project, ATPLite luminescence, uHTS. PPC-1 cells + TRAIL, ATPLite viability luminescence. cell killing (% activity), % at 4 µM. 220,000 tested, 0.41% active;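 active = cell killing above 50% in the first pass at 4 µM, then a duplicate retest at 5 µM averaging 50% or more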;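 note: plate controls were cells with TRAIL plus DMSO for no effect and medium-only wells lacking cells for full effect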
EBV gp42 block: Epstein-Barr virus gp42 inhibitors, primary screen, biochemical, uHTS, fluorescence polarization; Fluorescence polarization binding assay, mP read-out; inhibition, % (tested at 21.74 µM); Glycoprotein 42 (Epstein-Barr virus (strain AG876)), Q1HVG2; 220,000 tested, 0.42% active; in the data active = inhibition above about 50%
Target sequence (Q1HVG2 whole entry, looked up): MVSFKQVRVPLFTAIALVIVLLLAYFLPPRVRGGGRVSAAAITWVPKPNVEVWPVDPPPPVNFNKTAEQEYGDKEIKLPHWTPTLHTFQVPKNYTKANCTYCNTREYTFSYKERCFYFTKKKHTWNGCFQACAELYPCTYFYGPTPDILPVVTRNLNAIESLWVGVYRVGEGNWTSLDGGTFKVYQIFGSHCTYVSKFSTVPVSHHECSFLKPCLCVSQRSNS
zfTRPN1 agonist: zebrafish TRPN1 channel agonists, primary screen, cell-based, HEK293, calcium fluorescence | 220,000 tested, 0.18% active | activation, % at 3 µM | AID 1424, 2008 | transient receptor potential cation channel N1 (TRPN1/NompC), Danio rerio | HEK293 zebrafish TRPN1-YFP, Fluo-8 calcium fluorescence; 100% = response to 87 µM carbachol;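 active = activation above its plate's cutoff, the mean activation of test wells on that plate plus 3 SD, cut at about 19% in these data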;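 note: 0% = DMSO alone and 100% = 87 µM carbachol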
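Assay system: Zebrafish TRPN1-YFP in HEK293 cells | Incubation: Dye loading 1 h at 37 °C, then 30 min room temperature | Measured by: Kinetic Fluo-8 fluorescence, ex 470-495, em 515-575 nm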
TRPML3 ag: human TRPML3 channel agonists, primary screen, cell-based, HEK293 TRPML3-YFP, Fluo-8 calcium fluorescence, 3 µM; 100% = the carbachol control signal; activation, % at 3 µM; 220,000 tested, 0.29% active; Mucolipin-3 (Homo sapiens), Q8TDD5;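 active = activation above its plate's cutoff, the mean activation of the plate's test wells plus 3 SD, cut at about 12% in these data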;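 note: 0% = DMSO only wells and 100% = carbachol wells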
Target sequence (Q8TDD5 whole entry, looked up): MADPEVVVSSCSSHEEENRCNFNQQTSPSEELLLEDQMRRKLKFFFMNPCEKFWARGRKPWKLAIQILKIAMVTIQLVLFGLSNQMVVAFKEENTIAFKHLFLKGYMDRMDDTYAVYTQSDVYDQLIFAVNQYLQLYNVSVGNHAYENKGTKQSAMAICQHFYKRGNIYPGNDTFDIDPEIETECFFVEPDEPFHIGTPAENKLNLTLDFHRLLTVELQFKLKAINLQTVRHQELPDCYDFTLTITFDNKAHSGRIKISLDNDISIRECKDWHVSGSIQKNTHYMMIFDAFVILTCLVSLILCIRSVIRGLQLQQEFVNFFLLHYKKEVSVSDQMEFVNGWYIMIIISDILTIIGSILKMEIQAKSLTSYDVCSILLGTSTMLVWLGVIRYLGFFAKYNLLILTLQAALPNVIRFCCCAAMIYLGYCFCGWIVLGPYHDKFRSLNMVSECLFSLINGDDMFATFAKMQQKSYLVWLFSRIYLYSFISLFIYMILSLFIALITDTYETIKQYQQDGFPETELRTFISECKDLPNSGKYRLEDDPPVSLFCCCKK
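Material: TRPML3-YFP stable HEK293 cells | Dosing: One concentration, 3 µM nominal, 0.3% DMSO | Timing: 125 s total fluorescence read per well | Technique: Fluo-8 calcium dye fluorescence, ex 470-495, em 515-575 nm | Measure: Percent activation from peak-to-basal fluorescence ratio, scaled between DMSO and carbachol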
TbHK1 inh: Trypanosoma brucei hexokinase 1 inhibitors, primary screen, biochemical, G6PDH-coupled NADH absorbance, MLSCN library | recombinant TbHK1, G6PDH-coupled NADH A340 | inhibition, % at 10 µM | 220,000 tested, 0.11% active | AID 1430, 2008;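 active = inhibition of 50% or more in the single-dose primary screen; inactive = inhibition below 50%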
m-calpain inh: inhibitors of pig calpain II, primary screen, biochemical, fluorogenic peptide substrate, 1536-well. inhibition, % at 16 µM. purified calpain II, 30 min. 220,000 tested, 0.37% active;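 active = inhibition above about 50%, limit read from the data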
Furin inh: human furin inhibitors, primary screen, biochemical, fluorescence intensity; purified furin, fluorogenic substrate cleavage; P09958; inhibition, % at 30 µM; 220,000 tested, 0.061% active; in the data active = inhibition above about 25%; note: inactives centre near -15
thrombin 1536: human alpha-thrombin inhibitors, primary screen, counter-screen for coagulation protease inhibitor project, biochemical, 1536-well, fluorogenic AMC substrate; Prothrombin (Homo sapiens), P00734; Boc-VPR-AMC fluorogenic substrate cleavage; inhibition, % at 5 µM; 220,000 tested, 0.26% active; AID 1046, 2008;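 active = inhibition at or above 40%; inactive = inhibition below 40%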;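 note: 0% = enzyme with no compound and 100% = wells without enzyme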
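System: Human alpha-thrombin protein | Medium: pH 7.5 Tris (50 mM) with NaCl 150 mM, Tween 20 0.05% | Times: Enzyme reaction carried out at room temperature | Detection: AMC fluorescence, 355/460 nm | Evaluation: Percent inhibition scaled between no-compound controls and no-enzyme blanks | Benchmarks: Enzyme without compound as high, wells lacking enzyme as low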
Cl transport mod: KCC2 cotransporter modulators, thallium flux, primary screen, cell-based, HEK293 KCC2, FluoZin-2 fluorescence, MLSMR; Solute carrier family 12 member 5 (Homo sapiens), Q9H2X9; KCC2 cells, thallium flux FluoZin-2 fluorescence; B-score of Tl+ flux slope (higher = more flux/activation; lower = inhibition) at 10 µM; 190,000 tested, 2.2% active;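 active = thallium flux slope and its plate-corrected score both differing from the plate sample mean at a set confidence after two filtering rounds, in either direction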;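 note: slope of fluorescence scaled to starting intensity during 10 to 20 s after thallium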
* marks the source's active call; other numbers are inactive results; i = inactive; . = not tested or not shown; [ ] = remark or other dose.

Results follow in this order: PPC-1+TRAIL kill, EBV gp42 block, zfTRPN1 agonist, TRPML3 ag, TbHK1 inh, m-calpain inh, Furin inh, thrombin 1536, Cl transport mod
Cc1ccc(Cl)cc1NC(=O)Cn1cccc1
 : 12.4, -15.4, 0.1, 0.0, -7.6, 9.8, -28.4, 4.0, 0.631
COC(=O)c1ccc(CSc2cc(C)c3cccc(C)c3n2)o1
 : 11.8, -15.8, -0.7, -0.2, -6.0, 19.2, -15.3, 0.5, 0.328
CCCCC(=O)Nc1cccc(-c2nnc(-c3ccccc3)o2)c1
 : 6.5, 4.7, 0.3, -0.1, -3.9, -42.0, -23.2[20 µM], -7.5, -1.76
O=C(/C=C/Nc1ccccc1)c1ccccc1
 : 23.4, -21.3, -1.0, -0.5, -16.9, -19.4, -15.2[20 µM], 6.4, -0.0874
COC(=O)[C@H](CC(C)C)NC(=O)Nc1ccc(S(N)(=O)=O)cc1
 : 19.6, -10.6, 2.8, 0.9, 0.8, 21.6, 0.8, -5.6, 1.72
CC1CCCCN1CC(=O)Nc1cc(S(=O)(=O)N2CCOCC2)ccc1N1CCCC1 (stereo not drawn)
 : 13.2, -0.8, -0.5, 0.0, -5.0, -38.5, -22.7, -3.5, 0.23
COc1ccccc1C(=O)Nc1ccc(C(=O)N2CCCC2)cc1
 : 32.8, -6.6, 0.1, -0.2, 6.9, -2.6, -16.4[20 µM], -4.4, 0.598
COc1cc(NS(=O)(=O)c2ccc(NC(=O)/C(=C/c3ccccc3Cl)NC(=O)c3ccccc3)cc2)nc(OC)n1
 : -8.5, -8.7, 1.2, 0.6, 7.8, -3.6, -7.6, -4.6, 0.547
CCOc1ccccc1NC(=O)COC(=O)c1cc[n+]([O-])cc1
 : 11.4, -14.2, 2.5, 0.9, -3.3, 15.1, -24.5, -4.5, 0.192
CCn1nc(C)c(NC(=O)CCCSc2nc(-c3ccco3)cc(C(F)(F)F)n2)c1C
 : -1.0, -17.3, 3.9, 0.6, -19.9, -41.2, -1.1, -8.3, -1.09
CCOC(=O)c1c(N2C(=O)Nc3cc(Cl)c(Cl)cc3N2O)sc2c1CCCCC2
 : 14.6, -10.7, -1.7, 2.9, 9.9, 40.3, -16.5[20 µM], 3.1, -5.2*
CC1Cc2nc(SCC(=O)N3CCCc4ccccc43)n(C)c(=O)c2S1 (stereo not drawn)
 : ., 1.6, 2.1, -0.4, -17.6, 16.6, -10.2, -5.5, -1.21
CCCn1c(SCC(=O)N2CCCC(C)C2)nnc1-c1ccccn1 (stereo not drawn)
 : 6.6, 5.8, -0.8, -0.8, 2.5, -8.2, -10.7, -2.0, -0.668
Cc1ccc(C(=O)C(OC(=O)c2cnccn2)c2ccccc2)cc1 (stereo not drawn)
 : 9.0, -9.9, -0.4, -0.6, -3.5, 1.3, -23.5, -6.6, 0.799
COCCn1c(-c2ccccc2)cnc1SCC(=O)Nc1cccc2ccccc12
 : 12.8, -13.7, -2.9, -1.1, 2.1, 3.2, -13.7, 0.3, -1.03

Record cards, from the list above. Order of values: PPC-1+TRAIL kill, EBV gp42 block, zfTRPN1 agonist, TRPML3 ag, TbHK1 inh, m-calpain inh, Furin inh, thrombin 1536, Cl transport mod
CCn1nc(C)c(NC(=O)CCCSc2nc(-c3ccco3)cc(C(F)(F)F)n2)c1C as listed: -1.0, -17.3, 3.9, 0.6, -19.9, -41.2, -1.1, -8.3, -1.09
CCCn1c(SCC(=O)N2CCCC(C)C2)nnc1-c1ccccn1 (stereo not drawn) as listed: 6.6, 5.8, -0.8, -0.8, 2.5, -8.2, -10.7, -2.0, -0.668
CCCCC(=O)Nc1cccc(-c2nnc(-c3ccccc3)o2)c1 as listed: 6.5, 4.7, 0.3, -0.1, -3.9, -42.0, -23.2[20 µM], -7.5, -1.76

New compounds follow
Results follow in this order: PPC-1+TRAIL kill, EBV gp42 block, zfTRPN1 agonist, TRPML3 ag, TbHK1 inh, m-calpain inh, Furin inh, thrombin 1536, Cl transport mod
COc1ccccc1NC(=O)C1=C(C)Nc2ncnn2C1c1ccccc1C (stereo not drawn)
 : -13.3, -12.9, 0.3, 0.8, -3.0, -3.0, -12.4, -0.3, .
COc1ccc(NC(=O)c2ccccc2NC(=O)C2CCCO2)cc1 (stereo not drawn)
 : 0.2, -11.9, 0.5, 1.1, 0.1, -19.4, -23.9[20 µM], -4.9, 0.51
Cc1ccc(S(=O)(=O)Nc2nncs2)cc1
 : 13.8, -15.9, 0.7, 0.9, 3.6, -23.0, -14.3, 0.9, 0.687
CC(=O)Nc1cccc(C(=O)Nc2cccnc2)c1
 : 15.4, -23.4, -1.5, 0.1, -3.9, -42.6, -22.4, -1.8, .
Cc1ccc(SC(=O)c2c([N+](=O)[O-])c(C)nn2C)cc1
 : 13.2, -20.0, -3.1, 0.8, -3.0, 4.7, -6.3, -1.1, 0.293
COc1cccc(C(=O)NNC(=O)CCC(=O)O)c1
 : 4.1, -11.2, 0.7, 0.5, -9.7, -13.4, -27.9, -8.2, .
c1cc(CNc2ccc3c(c2)OCO3)ccn1
 : 1.3, 28.3, 0.7, 0.3, -0.6, -66.4, -18.6[20 µM], -0.8, 0.658
CNc1ccccc1C(=O)OCC(=O)c1ccc(F)cc1
 : ., -18.4, -0.8, 0.1, -1.9, -28.9, -6.3, 2.2, -0.484
CCOc1cc(N2CCOCC2)c(OCC)cc1NC(=O)COC(=O)[C@@H]1CCCN1S(=O)(=O)c1ccccc1F
 : 21.8, -10.2, -0.4, 0.3, -5.4, -22.4, -27.9, 5.5, -0.728
O=C(CSc1nnc(-c2ccco2)o1)c1ccc[nH]1
 : 23.0, -7.1, 0.2, 0.1, -1.5, -110.9, -30.4, -1.4, -0.149
Cc1ccc(N(C(=O)C(F)(F)F)C(C(=O)NC2CCCCC2)c2cccs2)cc1 (stereo not drawn)
 : 6.8, -7.1, -0.5, 0.1, -3.7, -9.3, -21.8[20 µM], -5.0, -0.177
CC(=O)Nc1nc2ccccc2n1Cc1ccc(C)cc1
 : -1.7, -12.9, 0.9, 0.8, -1.4, -3.3, -23.1, -6.9, 0.76
Cc1nn(Cc2ccccc2)c(C)c1NC(=O)CSc1n[nH]c(C)c1[N+](=O)[O-]
 : -4.1, -13.4, 0.5, 0.7, -10.3, 26.2, -12.4, -0.2, -0.0142
COCc1nnc(NC(=O)CSCc2ccccc2)s1
 : 24.4, -11.3, -1.3, -1.9, -4.6, 5.5, -3.3[20 µM], 1.5, 1.39
CC(=O)c1ccc(O)c(CO)c1
 : 30.4, -5.0, -0.6, 0.2, -6.0, -39.8, -2.6, -11.1, -0.224
COc1cccc(NC(=O)Cn2c3ccccc3c3nc4n(c(=O)c32)CCS4)c1
 : 24.2, -6.9, -0.2, 0.6, -2.4, 31.5, -11.5, 4.8, 0.52
Cc1cc(=O)n2c(c1C#N)SC1CCCCC12O (stereo not drawn)
 : -5.7, -2.6, 0.0, 0.6, -0.1, 8.1, -15.3, 3.6, -1.63
CCc1ccc(OCc2n[nH]c(=S)n2C(C)CCCC(C)C)cc1 (stereo not drawn)
 : -24.4, 1.3, 0.4, -0.8, 8.9, 11.0, -19.6, 2.4, 1.41
COC(=O)C1=C(Nc2cc(Cl)cc(Cl)c2)CSC1
 : 9.7, -7.9, 0.3, -0.3, -15.7, -204.2, -22.5, -2.1, 0.453
O=C(O)C1CC=CCC1C(=O)NNc1ccccc1 (stereo not drawn)
 : -3.1, -1.6, 1.0, 1.3, -5.1, -16.1, -11.3, -0.8, 0.732
CCOc1ccc2oc(-c3ccccc3)c(C(=O)N3CCN(C)CC3)c2c1
 : 14.4, -7.8, 1.4, 0.6, -7.6, i, -36.3, 4.1, -0.888
O=C(Oc1ccc(Cl)c2cccnc12)N1CCCCCC1
 : 13.9, -15.1, -0.9, -0.8, 5.8, -41.5, -15.7[20 µM], 0.7, 0.472
CC(=NCCc1c(C)[nH]c2ccc(OC(F)(F)F)cc12)C1=C(O)CC(c2ccccc2)CC1=O (stereo not drawn)
 : 0.0, 3.8, -1.3, 0.7, -4.1, -21.3, -34.7, ., -0.427
COC(=O)/C(=C/c1ccco1)NC(=O)c1ccc(Br)o1
 : -10.1, -6.2, -0.4, 0.3, -29.1, -1.0, -13.4, -3.9, 0.577
CCOCC(=O)Nc1ccc([N+](=O)[O-])cc1OC
 : -0.4, -8.3, 0.9, 0.1, -20.3, -9.6, -18.3, 1.5, 1.35
O=C(NC12CC3CC(CC(C3)C1)C2)N1CCC(O)(c2ccc3c(c2)OCO3)CC1
 : 30.6, -9.2, 0.9, 0.3, 8.3, 6.4, -14.6, 1.9, 0.129
Cc1cc(/C=N/Nc2nc(N)ncc2[N+](=O)[O-])c(C)n1-c1cccc(C(F)(F)F)c1
 : 0.6, -4.3, -0.6, -0.6, -21.6, -3.6, -22.4, 2.4, 0.305
CCn1c(/N=C/c2c[nH]c3ccccc23)nc2ccccc21
 : -20.9, -0.7, 1.8, 0.6, -14.0, -13.5, -5.8, 4.0, -0.469
Cn1cccc1C(=O)NC(=O)COC(=O)CC12CC3CC(CC(C3)C1)C2
 : -11.1, -2.0, 0.1, 0.1, -2.6, 44.6, -8.8[20 µM], -10.8, 0.731
Cc1ccc(S(=O)(=O)NC(=O)N2CCC(C)CC2)cc1
 : 7.4, -13.8, -1.3, 0.9, -2.0, 11.3, -21.6, 50.1*, .
Cn1c(Cc2ccccc2)nnc1SCC(=O)NC1CCCCC1
 : 9.4, -3.5, 0.9, 1.5, -3.5, 9.7, -8.8[20 µM], 12.9, -0.862
O=C(CSc1ccc(-c2ccco2)nn1)N1CCCCCC1
 : 17.2, 4.3, -0.1, 0.8, -4.4, -40.4, -22.3, -5.6, -1.11
COc1ccc(NC(=O)Cn2c3ccccc3c3nc4n(c(=O)c32)CCS4)cc1
 : -2.3, -23.8, -0.8, -0.3, -11.5, -10.7, -24.8, -3.7, 1.25
Cn1c(/N=C/c2cc(Cl)ccc2O)nc2ccccc21
 : 2.1, 8.0, 0.2, 0.0, -4.0, -13.6, -22.2, -5.8, -0.83
Oc1ccc(N=Nc2ccc3c(c2)OCO3)c2ccccc12
 : 33.8[5 µM], 2.0, 2.3, 0.7, -28.7, -9.8, -21.3, 1.1, 9.01*
COc1ccc(-c2cc(C(=O)Nc3cc(S(=O)(=O)N4CCOCC4)ccc3N3CCOCC3)c3ccccc3n2)cc1
 : 9.9, -17.0, 1.4, 0.8, -12.5, -153.2, -29.8, -0.9, -1.3
CC1(C)CC(=O)c2cc(OCC(=O)NCCN3CCCc4ccccc43)ccc2O1
 : 12.1, -12.3, 0.7, 0.1, -10.9, i, -29.4, -6.5, .
Cc1cc(C)nc(SC2c3cccc4cccc(c34)C2NS(=O)(=O)c2ccccc2)n1 (stereo not drawn)
 : 0.5, 2.6, -1.0, -0.9, 0.3, 13.5, -10.2, 0.3, -0.00937
